MBNL1-CUG inh: blocks human MBNL1 binding to CUG repeat RNA. Q9NR56. TR-FRET MBNL1-His/biotin-(CUG)12 binding, 665/545 ratio. Potency, µM (highest dose often 57.5 µM), for inactives: top-dose activity change, negative = inhibition, most hits filed as inhibitors. hit rate 0.036% among 280,000; active = well fitted inhibition curve with a large enough effect in the signal ratio, with a control signal flat, not every such curve was filed as active; inconclusive = small, poorly fitted or top-dose-only effect, or effect the other way, or a change in a side signal; inactive = no such curve, though single readings can be large or run the other way; the % refers to the signal ratio; note: % is set by controls: 0 for no effect and ±100 for the full control effect
Target sequence (Q9NR56 whole entry, looked up): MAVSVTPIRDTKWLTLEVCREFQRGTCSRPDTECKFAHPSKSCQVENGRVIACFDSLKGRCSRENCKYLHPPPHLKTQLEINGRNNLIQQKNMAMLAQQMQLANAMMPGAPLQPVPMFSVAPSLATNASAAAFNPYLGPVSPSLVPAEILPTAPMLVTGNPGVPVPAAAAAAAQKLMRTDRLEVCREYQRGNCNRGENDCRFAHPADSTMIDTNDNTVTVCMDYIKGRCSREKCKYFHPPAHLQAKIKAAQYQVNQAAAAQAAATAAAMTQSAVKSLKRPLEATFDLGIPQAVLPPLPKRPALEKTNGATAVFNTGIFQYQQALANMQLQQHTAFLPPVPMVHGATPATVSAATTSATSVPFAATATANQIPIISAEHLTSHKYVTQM
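Inhibition of protein-RNA binding appears as loss of TR-FRET between terbium anti-His antibody on MBNL1-His and streptavidin-XL665 on biotin-(CUG)12. Activity is normalized to buffer-only and uninhibited-complex controls.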
p53 reactivator: re-activators of mutant p53. H1299 p53-A138V BP100-luciferase reporter, luminescence, 24 h. AID 504706. hit rate 0.063% among 320,000. Potency, µM (top dose mostly 92.2 µM), inactives show at the top dose activity change, positive = activation, actives largely listed as activators; note: % of control where 0% means no effect; nearly all actives have a fitted effect of over 45% in size
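p53-null H1299 cells stably carrying temperature-sensitive p53-A138V and a BP100-luciferase reporter were pinned with compounds (4-point, 1:5 series) and held 24 hrs at 37 deg C. Luminescence was read 10 min after detection reagent.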
FLuc modulator: firefly luciferase modulation, counter-screen for miR-21 project; hit rate 6.9% among 360,000; Potency, µM (titrated, usually from 57.5 µM), for the others: top-dose activity change, negative = inhibition, usual class: inhibitors; P08659; purified FLuc, Km substrates, luminescence inhibition; AID 588342;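 note: plate controls were vehicle for no effect and reference inhibitor for full effect; nearly all actives have a fitted effect of over 55% in size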
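Biochemical qHTS of compounds, final roughly 60 µM downward over six points, against 10 nM purified firefly luciferase using Km concentrations of substrates (10 uM D-luciferin, 10 uM ATP) in Tris acetate pH 7.5 buffer; luminescence output.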
BRCA1 expr act: activators of BRCA1 expression; MCF7-BRCA1-FFLuc reporter, luminescence, 48 h; response scale: scaled: vehicle 0%, 10 µM genistein 100%; Potency, µM (titrated, usually from 46.1 µM), for the others: at the highest dose activation, most hits filed as activators; hit rate 1.1% among 380,000; note: nearly all actives have a fitted effect of over 80% in size; some results filed as inactive show a strong effect at the top dose
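48 h compound treatment of MCF7-BRCA1-FFLuc cells (phenol-red free MEM, 37 °C), then 15 min with luciferase substrate and luminescence imaging.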
RORg inh: inhibitors of mouse ROR gamma transcriptional activity. Drosophila S2 Gal4-RORgamma UAS-luciferase reporter, 20 h. Potency, µM (top dose mostly 53.6 µM), for inactives: top-dose activity change, negative = inhibition, usual class: inhibitors. hit rate 5.4% among 310,000; note: % is set by controls: 0 for no effect and ±100 for the full control effect; nearly all actives have a fitted effect of over 60% in size
Target sequence (P51450 whole entry, looked up, the tested form may be a part): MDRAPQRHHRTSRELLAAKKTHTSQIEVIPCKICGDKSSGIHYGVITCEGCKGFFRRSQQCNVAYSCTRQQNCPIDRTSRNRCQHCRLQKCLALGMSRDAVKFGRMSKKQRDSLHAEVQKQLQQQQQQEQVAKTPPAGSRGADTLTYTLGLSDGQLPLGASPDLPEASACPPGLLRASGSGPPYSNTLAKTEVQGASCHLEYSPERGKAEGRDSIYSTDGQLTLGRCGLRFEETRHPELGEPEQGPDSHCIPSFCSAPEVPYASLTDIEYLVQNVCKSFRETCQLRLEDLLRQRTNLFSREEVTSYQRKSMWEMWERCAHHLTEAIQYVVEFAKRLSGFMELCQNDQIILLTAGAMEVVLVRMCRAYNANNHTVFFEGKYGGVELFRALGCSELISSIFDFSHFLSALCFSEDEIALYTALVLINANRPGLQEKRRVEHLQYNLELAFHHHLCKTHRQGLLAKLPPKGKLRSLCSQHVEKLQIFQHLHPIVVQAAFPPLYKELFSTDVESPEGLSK
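A Gal4/UAS one-hybrid system in insect cells: metallothionein-promoter Gal4–ROR gamma fusion plus Photinus luciferase reporter. Copper sulfate 700 uM final, 20 hr ambient incubation, luminescent detection after 10 min with reagent.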
Rab9 prom act: activates the Rab9 promoter. Huh7 Rab9 promoter-luciferase reporter, luminescence, 24 h. Potency, µM (series often up to 9.22 µM), without a hit: top-dose activation, negative = inhibition, most hits filed as activators. hit rate 2.8% among 320,000; note: % of control where 0% means no effect; nearly all actives have a fitted effect of over 60% in size
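Quantitative HTS format; Huh7 Rab9-luciferase reporter cells (1500/well) receive compound 2 h post-plating, incubate 24 h at 37 °C, then get luciferase reagent for 10 min before luminescence reading.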
uPA surface inh: blocks generation of uPA at the cell surface. cell surface uPA generation assay, qHTS. Potency, µM (doses to about 38.3 µM), without a hit: at the top dose activity change, negative = inhibition, hits mostly inhibitors. hit rate 0.31% among 330,000. AID 540303; active = well fitted inhibition curve with a large enough effect; inconclusive = small, poorly fitted or top-dose-only effect; inactive = no such curve, though single readings can be large or run the other way; tested in mouse RAW 264.7 cells; note: % is set by controls: 0 for no effect and ±100 for the full control effect; nearly all actives have a fitted effect of over 55% in size
ELG1 genotox: genotoxicity induction in ELG1-luciferase HEK293T cells | Potency, µM (series often up to 46 µM), for the others: at the top dose activity change, positive = activation, most hits filed as activators | hit rate 1.3% among 330,000 | HEK293T ELG1-luciferase reporter, luminescence, 16 h | AID 504466; note: % of control where 0% means no effect; nearly all actives have a fitted effect of over 60% in size
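HEK293T cells expressing luciferase-tagged ELG1 were exposed to compound or DMSO vehicle for 16 hr at 37 °C and 5% CO2. Luciferase activity was then measured with ONE-Glo after 30 min at room temperature.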
VP16 counter: counter-screen for ROR gamma inhibitors: Gal4-VP16 reporter; Potency, µM (doses to about 53.6 µM), inactives show at the highest dose activity, negative = inhibition, actives largely listed as inhibitors; hit rate 3.5% among 310,000; Drosophila S2 Gal4-VP16 UAS-luciferase, luminescence, 20 h; AID 2546;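 note: Gal4-VP16 expression switched on by copper sulfate through the metallothionein promoter; % is set by controls: 0 for no effect and ±100 for the full control effect; nearly all actives have a fitted effect of over 50% in size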
MLL CXXC-DNA inh: inhibitors of human MLL CXXC domain-DNA interaction | Q03164 | MLL-CXXC / FITC-HOXA9 DNA fluorescence polarization | AID 2662 | hit rate 0.037% among 290,000 | Potency, µM (highest dose often 115 µM), without a hit: at the top dose activity change, negative = inhibition, actives largely listed as inhibitors; active = well fitted inhibition curve with a large enough effect in the polarisation, with a control signal flat, not every such curve was filed as active; inconclusive = small, poorly fitted or top-dose-only effect, or effect the other way, or a change in a side signal; inactive = no such curve, though single readings can be large or run the other way; the % refers to the polarisation
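Fluorescence polarization: 7 uM MLL-CXXC (stock) preincubated 5 min with compounds, then 50 nM fluorescein-HOX-A9 DNA (stock) added; 30 min ambient. Buffer 50 mM Tris-HCl pH 7.5, 50 mM NaCl, 1 mM DTT, 0.05% BSA.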
NPC1 promoter act: activators of NPC1 promoter; Potency, µM (highest dose often 9.22 µM), for inactives: at the highest dose activation, most hits filed as activators; hit rate 2.4% among 320,000; Huh7 NPC1 promoter luciferase reporter, 24 h;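 note: % of control where 0% means no effect; nearly all actives have a fitted effect of over 60% in size; reporter is driven by a mutant NPC1 promoter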
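Quantitative HTS used a cell-based reporter: Huh7 cells stably bearing the NPC1 promoter upstream of luciferase were treated with compounds for 24 h, and promoter activation was read as luminescence.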
* marks the source's active call; other numbers are inactive results; ? = inconclusive; . = no result given; & = joins results of further samples; [ ] = remark or other dose. Unless noted, calls come from the whole dose curve; as a rule, active = well fitted curve in the direction sought with a large enough effect; inconclusive = small, poorly fitted or top-dose-only effect, or another doubt; inactive = no such curve, though single readings can be large; an effect the other way counts as inactive or inconclusive. Potency is the fitted concentration of half-maximal effect. The list is partial. The share of hits here may be higher or lower than overall.

SMILES	MBNL1-CUG inh	p53 reactivator	FLuc modulator	BRCA1 expr act	RORg inh	Rab9 prom act	uPA surface inh	ELG1 genotox	VP16 counter	MLL CXXC-DNA inh	NPC1 promoter act
CC(C)(C)NC(=O)CN(C(=O)C(=O)Nc1ccc2c(c1)OCCO2)C1CCCC1	2%	-2%	2%	12%	-20%	5%	-1%	-1%	12%	-1%	-1%
Cc1nc(-c2ccc(Cl)cc2)sc1C1(C)CC(c2cccc(F)c2)=NO1 (configuration not stated)	6%	27%	24µM*	59%	13%	-4%	18%	14%	4%	-4%	14%
CCOC(=O)c1sc2nccc(N(C)C)c2c1N=CNOC	?	-7%	-1%	33%	-14%	-2%	5%	-12%	4%	-8%	-1%
COc1cccc(NC(=O)CC2Oc3ccccc3NC2=O)c1 (configuration not stated)	3%	-1%	-2%&4%	-28%	7%	-2%[1.84 µM]	23%	0%	-4%	?	2%
COc1cc(OC)cc(-c2c(C#Cc3ccsc3)c3cc(-c4cccc5[nH]ccc45)ccc3n2C)c1	.	-1%	0%	0%	.	-3%	7%	0%	.	.	-2%
CN1CCN(c2ccc(S(=O)(=O)N3CCCCC3)cc2NC(=O)/C=C/c2ccc(OC(F)F)cc2)CC1	.	?	-1%	-34%	.	-2%	-9%	12%	.	.	-6%
CN=c1nc(-c2ccccc2)n(-c2ccccc2)s1	.	19%	15µM*	14%&1%	.	-12%[46.1 µM]	-12%	?	.	5%	-5%[46.1 µM]
CN(C)c1cccc(C(=O)N/N=C/c2ccccc2F)c1	4%	-8%	0.6µM*	-22%	?	0.35µM*	-12%	1µM*	?	1%	0.71µM*
CC(=O)N1CCN(c2ccc(NC(=O)c3ccccc3C)cc2)CC1	0%	.	-2%	3%	7%	2%	-2%	0%	-8%	-2%	-3%
CCCCn1c(N)c(N(CC(C)C)C(=O)C2CC(=O)N(c3ccccc3C(C)CC)C2)c(=O)[nH]c1=O (configuration not stated)	.	6%	1%	-4%	.	-5%	3%	-1%	.	.	1%
CC(C)c1[nH]c(=O)c(C#N)c2c1CSC(C)(C)C2	-5%	-3%	-1%	10%	11%	7%	-6%	0%	1%	3%	0%
Cc1ccc(S(=O)(=O)N2CCN(C(=O)CNC(=O)c3ccc(Br)o3)CC2)cc1	.	-5%	-1%	1%	.	-6%	3%	0%	.	.	-1%
Cc1ccc(Nc2nc(N)nc(CSc3nnnn3-c3ccccc3)n2)cc1	3%	0%	-2%	0%	?	-2%	1%	7%	?	18%	-2%
CC1CCc2nc3ccc(S(=O)(=O)N4CCC(C(=O)NCc5ccccc5Cl)CC4)cc3c(C(=O)O)c2C1 (configuration not stated)	27%	3%	2%	7%	20%	4%	0%	0%[9.26 µM]	0%	?	-2%
COC(=O)c1ccccc1C(=O)N1CC(O)CO1 (configuration not stated)	-6%	17%	0%	-10%	1%	-1%	3%	-1%	-4%	11%	0%
Cc1ccc(S(=O)(=O)NC(C(=O)N2CCOCCOCCOCCOCC2)C(C)C)cc1 (configuration not stated)	-7%	1%	-1%	9%	-12%	2%	1%	3%	13%	-15%	-6%
COc1ccc(CC(=O)NCC(=O)N/N=C/c2ccc(C)o2)cc1	16%	-8%	-2%	2%	22%	2%	-5%	0%	-6%	0%	0%
COc1cccc(CN(Cc2cccnc2)S(=O)(=O)c2ccc(-n3cnnn3)c(C)c2)c1	0%	2%	8%	0%	-2%	3%	-4%	-6%	?	13%	-3%
COc1ccccc1N1CCN(Cc2ccc(Br)o2)CC1	?	12%	4%	6%	12%	1%	0%	2%	20µM*	-3%	0%
Cc1ccccc1NC(=O)Cc1nnc(SCC(=O)NC2CCCCC2)n1C	-3%	-1%	-4%	-9%	-8%	-3%	1%	1%	12%	11%	0%
COc1cccc(CNC(=O)Cn2cc3c(n2)CCCCC3)c1	-1%	-6%	-1%	3%	-11%	2%	7%	-8%	11%	-7%	-1%
COc1ccccc1CCNC(=O)NC1CCCCC1	-7%	4%	?	74%	4%	19%	5%	13%	-15%	-5%	14%
O=c1[nH]c2ccc(Cl)cc2c(-c2ccccc2)c1N1CCN(c2ccccn2)CC1	-12%	0%	4%	-12%	-6%	-4%	1%	-4%	1%	-10%	2%
CCN(CC)CCNC(=O)Cn1nc(-c2ccccc2)c2ccccc2c1=O	-12%	-4%	3%	-5%	-18%	0%	-4%	-1%	-5%	-4%	2%
COc1ccc(/C=C/C(=O)NC(=S)NNC(=O)c2cccs2)cc1	2%	4%	?	-38%	2µM*	-5%	-17%	-2%	22µM*	-7%	-22%
CC1CCCC(C)N1C(=O)Cc1ccccc1 (configuration not stated)	?	5%	1%	-1%	-30%	1%	-6%	-1%	5%	-18%	1%
COC(=O)C1(C)NC(c2ccco2)C2C(=O)N(c3ccc(F)cc3)C(=O)C21 (configuration not stated)	0%	8%	2%	4%	2%	-10%	.	-2%	0%	-1%	1%
Cc1ccc2oc(C(=O)N3CCC(O)(c4ccccc4)CC3)c(C)c2c1	0%	.	?	33%	.	9%	4%	5%	.	1%	2%
CCN(CC)C(=O)Oc1ccc2c(c1)O/C(=C\c1ccco1)C2=O	?	13%	3µM*	93%	?	?	2%	12%	?	4%	?
COc1ccccc1/C=C/C1(C(=O)NC2CCCC2)CC(=O)N1c1ccccc1 (configuration not stated)	-10%	8%	2%	-58%	17%	-21%	2.8µM*	6%	-10%	-7%	-21%
O=C(Nc1c(C(=O)N2CCCCC2)cnn1-c1ccccc1)c1ccccc1F	0%	2%	3%	3%	-8%	12%	1%	0%	8%	0%	-1%
C=CCNC(=O)/C(C#N)=C/c1c(N2CCN(c3ccc(OC)cc3)CC2)nc2c(C)cccn2c1=O	?	-10%	-1%	-58%	20%	-1%[1.84 µM]	-5%	-12%	1%	5%	-6%
COc1ccc(CNC(=O)CN(c2ccc(OC)c(Cl)c2)S(=O)(=O)c2ccc(C)cc2)cc1	-7%	-4%	6%	-25%	-10%	1%	-9%	-2%	-6%	0%	0%
COc1cccc(CNC(=O)C2CC(=O)N(C3CCCCC3)C2)c1 (configuration not stated)	1%	?	1%	8%	3%	-1%	-1%	0%	2%	41%[activator]	-6%
O=C(CSCc1cnn(-c2ccccc2)c1-n1cccc1)N1CCN(Cc2ccccc2)CC1	2%	4%	1%	-39%	5%	-14%	3%	-7%	2%	-7%	-4%
O=C(Cc1ccccc1)NNC(=S)Nc1ccccc1	-2%	-2%	-14%	7%	?	1%	5%	0%	-17%	-11%	-3%
CCCCN1CCCC1CNC(=O)c1cc(C#N)c2ccccc2c1OC (configuration not stated)	?	.	-5%	.	3%	-7%	.	.	-2%	2%	-1%
Cc1ccc(-n2cnc3sc(C)c(C)c3c2=O)cc1	-7%	12%	?	77%	28%	2.5µM*	1%	?	-4%	1%	?
CC(C)Cn1c(N)c(C(=O)COC(=O)c2ccccc2Cl)c(=O)n(C)c1=O	-3%	-1%	-4%	-9%	?	-6%	12%	-10%	-12%	2%	-5%
CCOc1ccc2oc(C(=O)OCC(=O)N3CCCC(C)C3)c(C)c2c1 (configuration not stated)	.	4%	.	-22%	.	13%	0%	-6%	.	.	6%
O=C(N/N=C/c1ccc(OC(=O)c2ccccc2)cc1)c1cccnc1	17%	11%	?	1%	5%	3%	-6%	15%	10%	109%[activator]	5%
COc1ccc(NC(=O)c2cccc3c2C(=O)N(CC2CCCO2)C3)cc1OC (configuration not stated)	3%	.	27µM*	-17%	-9%	3%	8%	2%	6%	.	7%
CC(=O)OC(C(=O)NC1CCCCC1)c1cccc(C)c1 (configuration not stated)	-3%	7%	0%	13%	-7%	-3%	11%	0%	-16%	-2%	-1%
COc1ccc(NS(=O)(=O)c2c(C)cc(C)cc2C)cn1	7%	-6%	0%	-37%	-1%	1%	-6%	-10%	-1%	-11%	-6%
O=C(NCCO)C1CCN(S(=O)(=O)c2ccc(F)cc2)CC1	-12%	-8%	-1%	15%	-5%	2%	1%	-3%	-3%	-8%	-2%
CCC(=O)n1nc(-c2cccnc2)nc1NCc1ccccc1	-3%	3%	1%	5%	16%	-1%	-17%	3%	-3%	30%	-2%

High-throughput results from PubChem.
